FBA Mtb inh – inhibitors of M. tuberculosis fructose-bisphosphate aldolase; P9WQA3; purified M. tuberculosis FBA, fluorescence read-out; inhibition, % at 1 µM; actives 2.3% (n = 360,000); AID 588726; in the data active means inhibition above about 27%;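 further: 0% = vehicle and 100% = reference inhibitor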
BoNT-F LC inh – BoNT F light chain protease inhibition; inhibition, % at 10 µM; actives 0.22% (n = 360,000); Multiplex microsphere protease cleavage assay, flow cytometry; in the data active means inhibition above about 35%, passing the limit was not always enough; inconclusive means no clear call, values can overlap the other calls; further: plate controls were buffer without enzyme for full effect and enzyme alone for no effect
MazEF act – MazEF (E. coli) toxin RNase activation; FAM/BHQ RNA-DNA oligo cleavage fluorescence, 5 h; activation, % at 20 µM; actives 0.32% (n = 350,000); AID 504720; in the data active means activation above about 50%
Target sequence (P0AE70 whole entry, looked up): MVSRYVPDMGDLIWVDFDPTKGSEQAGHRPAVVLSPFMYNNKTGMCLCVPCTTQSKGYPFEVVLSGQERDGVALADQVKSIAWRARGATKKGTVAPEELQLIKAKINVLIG
CCHF vOTU inh – blocks the CCHF virus ovarian tumor domain protease. actives 0.55% (n = 370,000). CCHFV vOTU protease, Pep-AMC fluorescence. AID 651958. inhibition, % at 11.5 µM; further: 0% = vehicle wells with enzyme and 100% = no enzyme wells
FadD28 FP inh – M. tuberculosis FadD28 bisubstrate binding inhibition; FadD28 bisubstrate probe binding, fluorescence polarization; inhibition, % at 12.5 µM; actives 0.22% (n = 360,000); AID 588549; in the data active means inhibition above about 8.5%, passing the limit was not always enough; inconclusive means no clear call, values can overlap the other calls
VHR inh abs – DUSP3 (human) phosphatase inhibition; inhibition, % at 13.3 µM; actives 0.52% (n = 290,000); recombinant VHR phosphatase, pNPP absorbance; in the data active means inhibition above about 50%; further: some compounds called inactive have numbers as strong as hits
Target sequence (P51452 whole entry, looked up): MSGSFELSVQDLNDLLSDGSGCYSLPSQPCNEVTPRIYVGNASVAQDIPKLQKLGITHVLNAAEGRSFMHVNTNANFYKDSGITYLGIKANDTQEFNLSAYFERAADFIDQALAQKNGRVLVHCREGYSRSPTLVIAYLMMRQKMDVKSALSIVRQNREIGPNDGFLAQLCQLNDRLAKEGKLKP
GDH-TPI inh – inhibits GDH-TPI coupling enzymes, artifact for Mtb FBA screen | GDH-TPI coupled enzyme counterscreen, NADH absorbance | inhibition, % at 4.8 µM | actives 1.2% (n = 360,000) | AID 588335;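 further: 0% = DMSO wells and 100% = wells lacking the enzyme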
BioA inh – BioA (M. tuberculosis) enzyme inhibition; AID 602481; purified M. tuberculosis BioA enzyme, plate reader; actives 0.096% (n = 360,000); inhibition, % at 9.99 µM; in the data active means inhibition above about 40%; inconclusive means no clear call, values can overlap the other calls
Mtb UGM inh – inhibitors of M. tuberculosis UDP-galactopyranose mutase; purified UGM, fluorescence polarization probe displacement; inhibition, % at 10 µM; actives 0.06% (n = 320,000); AID 504406; in the data active means inhibition above about 10%, passing the limit was not always enough; inconclusive means no clear call, values can overlap the other calls
Rv3671c inh – inhibits the M. tuberculosis serine protease Rv3671c. inhibition, % at 5.96 µM. actives 0.048% (n = 320,000). P9WHR9; in the data active means inhibition above about 38%;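 further: extracellular domain of Rv3671c used as enzyme; 0% = enzyme with DMSO and 100% = no enzyme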
Target sequence (P9WHR9 whole entry, looked up, the tested form may be a part): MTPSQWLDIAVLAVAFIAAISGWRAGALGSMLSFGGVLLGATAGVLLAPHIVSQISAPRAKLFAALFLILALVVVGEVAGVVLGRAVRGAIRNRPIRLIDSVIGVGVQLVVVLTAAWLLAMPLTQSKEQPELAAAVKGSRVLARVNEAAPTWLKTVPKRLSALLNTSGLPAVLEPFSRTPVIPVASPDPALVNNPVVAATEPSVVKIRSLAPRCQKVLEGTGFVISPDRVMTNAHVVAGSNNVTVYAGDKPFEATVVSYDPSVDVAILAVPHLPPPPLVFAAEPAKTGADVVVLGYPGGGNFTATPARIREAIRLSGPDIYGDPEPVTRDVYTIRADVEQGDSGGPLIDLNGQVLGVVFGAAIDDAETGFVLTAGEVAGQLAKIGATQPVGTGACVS
* hit, by the source's call; u = inconclusive; x = not tested or not shown. Unless noted, no stated cut-off is given here; in the data, active means inhibition above about 30%; inactive means the rest.

Every second line gives: GDH-TPI inh	MazEF act	FBA Mtb inh	CCHF vOTU inh	Mtb UGM inh	VHR inh abs	BoNT-F LC inh	BioA inh	FadD28 FP inh	Rv3671c inh
Cc1cc(C(=O)N/N=C/c2ccc3c(c2)OCO3)c(C)n1-c1ccc(F)cc1
→ 29	7	-4	-3	-0.9	26	-6	x	-1.3	-1
O=C(O)c1nn(Cc2ccc(Cl)cc2Cl)c2ccccc12
→ 1	-16	-4	14	-4.3	18	-12	1.5	-15	-1
CC(C)n1nc(CC(=O)O)c2ccccc2c1=O
→ -1	1	2	-14	-2.6	9	1	1.7	-0.6	5
COc1cc(OC)cc(-n2nc(C(=O)N3CC(C)CC(C)C3)c3ccccc3c2=O)c1 (stereo not drawn)
→ -3	2	-4	-3	6.0	14	2	-0.2	-5.7	-7
Cc1ccc(S(=O)(=O)CCC(=O)OCc2ccc(Cl)c(Cl)c2)cc1
→ 7	-3	5	7	2.2	-9	-5	x	-1.3	-4
O=C(CSc1ccc2ccccc2c1)NCCc1ccc(O)c(O)c1
→ 17	-3	0	2	-0.6	7	-8	2.1	-5.0	-13
COc1ccccc1C(=O)Nc1ccc(NC(=O)c2ccco2)c(C)c1
→ 12	-1	-1	11	-0.8	-17	5	x	-0.4	-5
COC(=O)c1cc2ccsc2n1Cc1nc(-c2ccc(Cl)cc2)oc1C
→ 0	-13	-1	1	0.0	21	-9	-0.4	0.0	2
O=C(O)C(CCCCN1C(=O)C2C3C=CC(C3)C2C1=O)N1C(=O)C2C3C=CC(C3)C2C1=O (stereo not drawn)
→ 1	14	0	10	0.1	12	3	0.7	0.3	-1
O=C(c1ccccc1)c1c[nH]c(C(=O)NNc2ccccc2)c1
→ 7	7	-1	4	-0.3	18	-8	x	0.0	-2
O=C(O)C(Cc1ccccc1N(CCO)CCO)N1C(=O)c2ccccc2C1=O (stereo not drawn)
→ 3	0	0	1	x	x	-2	5.5	-1.1	x
COc1ccc(C(=O)NC2CCN(CC(=O)Nc3cccc(C)c3)CC2)cc1OC
→ -2	1	-1	0	0.7	16	0	-1.1	-3.1	0
COc1ccc(-c2cc(-c3n[nH]c(=S)n3-c3ccccc3OC)[nH]n2)cc1
→ 0	5	-3	-14	0.7	-13	-16	x	-2.5	-3
O=C(CCc1ccc(S(=O)(=O)NC2CCCCC2)cc1)NCc1cccnc1
→ 5	5	1	7	-1.6	29	-6	x	0.5	-8
CCOc1ccc2[nH]c(=S)sc2c1
→ x	x	3	0	x	x	5	-1.5	-1.6	x
Cc1ccc(CN(Cc2cccnc2)C(=S)Nc2cc(Cl)ccc2C)cc1
→ 0	2	0	-7	-1.9	26	-11	-0.6	-3.1	-10
CCOc1ccc(C2C(C(=O)c3cccs3)=C(O)C(=O)N2CCN2CCOCC2)cc1 (stereo not drawn)
→ 8	-2	-2	-11	-2.1	6	-3	x	-2.3	-4
Oc1ccc(C2C[C@H]3CC[C@@H]2C3)cc1O (stereo partly drawn)
→ 6	-9	0	15	1.1	27	8	1.2	0.2	1
COc1cc2nc3n(c(=O)c2cc1OC)-c1ncccc1C(=O)NC3Cc1ccccc1 (stereo not drawn)
→ 0	8	-2	-8	x	x	-7	0.9	-3.9	x
COc1ccc(/C=N\NC(=O)C2CCCC2)cc1Br
→ -4	6	6	3	2.3	-3	-8	-0.2	-4.7	0
O=C(C1Cc2ccccc2CN1S(=O)(=O)c1cccs1)N1CCCCC1 (stereo not drawn)
→ -13	9	-2	-4	-0.7	-19	-7	1.3	0.6	-5
CC1=CC2/C=C(\C)CCC(O)C(O)/C=C/C(=O)C23C(=O)NC(CC(C)C)C3C1C (stereo not drawn)
→ -6	13	5	x	-0.4	16	2	-0.7	-0.8	5
O=C1COc2ccc(C(=O)CSc3nnc(-c4cccs4)n3Cc3ccccc3)cc2N1
→ -1	-2	8	-3	3.1	21	4	2.0	1.3	0
COc1ccc(CNC(=O)C2=CC(c3ccc(OC)cc3)=NS(=O)(=O)N2C)cc1
→ 22	5	-1	12	2.4	13	0	-0.2	-2.1	-1
COc1ccc(/C=C2\SC(=O)N(CC(=O)NNC(=O)c3ccccc3O)C2=O)cc1OC
→ 23	-1	-6	-3	-1.8	4	4	x	-4.6	-17
COC(=O)c1cc2c(C)c(C)c3ccccn3c-2c1C(=O)OC
→ 14	-19	-2	-5	5.2	-20	0	x	-0.1	-1
CCOC(=O)c1ccc(NC(=O)CN2C(=O)CSC(C)C2=O)cc1 (stereo not drawn)
→ -3	10	2	12	-1.2	11	-2	1.4	-3.4	-6
COCCCNc1ncnc2c1sc1nc(-c3ccco3)c3c(c12)CC(C)(C)OC3
→ 39*	-5	39*	-21	0.1	12	u	x	-7.8	7
C(=C\c1nc(-c2ccccc2)no1)/c1ccccc1
→ -4	-12	5	-18	1.2	-4	-8	6.9	-2.0	-7
C/C(Cl)=C/CSc1nc2c(c(=O)[nH]c(=O)n2C)n1C(C)C
→ 3	1	0	9	-1.0	25	u	-0.7	1.2	-7
COCCN(C(=O)Cn1nnc2ccccc21)C(C(=O)NC1CCCC1)c1ccc(OC)cc1OC (stereo not drawn)
→ 9	4	1	3	-3.0	22	-4	8.1	-0.7	0
O=C(C[n+]1cc(-c2ccccc2)n2c1CCC2)N1c2ccccc2Sc2ccccc21
→ 2	9	-3	0	-0.8	-9	1	13	-0.6	10
CCC1C2CC3C4N(C)c5ccccc5C45CC(C2C5O)N3[C@@H]1O (stereo partly drawn)
→ -2	8	2	-8	2.7	49	16	-1.6	x	-6
COc1ccc(NC(=O)CCCN2C(=O)C(c3ccccc3)Oc3cccnc32)cc1 (stereo not drawn)
→ 3	6	5	0	1.7	-9	4	-0.3	0.6	3
Cc1cccc(CSc2nnc(N)n2-c2ccccc2)c1
→ 0	0	0	0	-1.1	4	-1	1.4	1.6	-8
CC1CCCCN1CC(=O)Nc1sc2c(c1C#N)CCC2 (stereo not drawn)
→ 16	-4	-3	-12	-0.2	10	-4	x	-1.0	-12
O=C(Nc1nccs1)C(F)(F)C(F)(F)C(F)(F)C(=O)Nc1nccs1
→ 25	2	3	113*	2.4	4	-1	-1.6	-0.7	4
Cc1c(NC(=O)C2CCCN2S(=O)(=O)c2ccccc2)c(=O)n(-c2ccccc2)n1C (stereo not drawn)
→ 12	4	2	15	-1.0	18	-20	-1.3	-3.2	5
COC(=O)c1ccc(C)c(NC(=O)CCSc2ccccc2)c1
→ -3	0	0	4	-1.6	-8	9	0.1	-2.5	2
CCOC(=O)C1CCN(C(=O)CCCn2nc(CC)n3c(cc4occc43)c2=O)CC1
→ 3	-3	-5	12	-0.5	20	-1	31	-1.8	-7
CS(=O)(=O)N1CCC(C(=O)Nc2cccc(Cl)c2)CC1
→ 3	2	0	3	1.0	-18	3	x	-1.6	4
NC(=O)CC(NC(=O)c1ccccc1)c1ccc(NC2CCCCC2)c([N+](=O)[O-])c1 (stereo not drawn)
→ 14	4	1	7	1.2	15	-8	-2.1	-0.5	-3
Cc1sc2c3ccsc3ccc2[n+]1C
→ -12	-1	-1	1	2.1	-5	-6	x	-3.7	-3
CN(CC(=O)Nc1ccccc1Br)C(=O)CN1CCN(Cc2cccc(Cl)c2)CC1
→ 3	6	-2	-2	x	x	-10	-0.1	x	5
O=C(CNC(=O)c1cncc(Br)c1)Nc1ccc(F)c(F)c1F
→ -10	4	5	-5	0.0	24	-17	-2.3	0.9	2
O=c1c2nnn(-c3ccccc3)c2ncn1C/C=C/c1ccccc1
→ 12	-10	6	0	2.4	21	6	-0.8	-1.3	-14
CCN(CC)c1ccc(/C=N/N(c2ccccc2)c2ccccc2)c(O)c1
→ 14	1	-3	-4	1.0	21	-32	-14	-2.9	-4
CCC(C(=O)Nc1cc(C(=O)O)ccc1C)c1ccccc1 (stereo not drawn)
→ 5	30	-1	7	-1.9	17	0	x	-4.4	4
O=C(COc1ccc(Cl)cc1)Nc1ccccc1C(=O)NCc1ccco1
→ -12	-10	-2	-5	-0.5	19	-5	0.4	-5.6	-12
CCCOc1ccc(C2c3c(oc4cc(C)c(C)cc4c3=O)C(=O)N2CCCN(C)C)cc1OCC (stereo not drawn)
→ 11	23	3	7	-2.6	8	-5	-0.1	0.0	-3

In the list so far, these contain an aryl methoxy group:
Every second line gives: GDH-TPI inh	MazEF act	FBA Mtb inh	CCHF vOTU inh	Mtb UGM inh	VHR inh abs	BoNT-F LC inh	BioA inh	FadD28 FP inh	Rv3671c inh
COc1cc(OC)cc(-n2nc(C(=O)N3CC(C)CC(C)C3)c3ccccc3c2=O)c1 (stereo not drawn)
→ -3	2	-4	-3	6.0	14	2	-0.2	-5.7	-7
COc1ccccc1C(=O)Nc1ccc(NC(=O)c2ccco2)c(C)c1
→ 12	-1	-1	11	-0.8	-17	5	x	-0.4	-5
COc1ccc(C(=O)NC2CCN(CC(=O)Nc3cccc(C)c3)CC2)cc1OC
→ -2	1	-1	0	0.7	16	0	-1.1	-3.1	0
COc1ccc(-c2cc(-c3n[nH]c(=S)n3-c3ccccc3OC)[nH]n2)cc1
→ 0	5	-3	-14	0.7	-13	-16	x	-2.5	-3
COc1cc2nc3n(c(=O)c2cc1OC)-c1ncccc1C(=O)NC3Cc1ccccc1 (stereo not drawn)
→ 0	8	-2	-8	x	x	-7	0.9	-3.9	x
COc1ccc(/C=N\NC(=O)C2CCCC2)cc1Br
→ -4	6	6	3	2.3	-3	-8	-0.2	-4.7	0
COc1ccc(CNC(=O)C2=CC(c3ccc(OC)cc3)=NS(=O)(=O)N2C)cc1
→ 22	5	-1	12	2.4	13	0	-0.2	-2.1	-1
COc1ccc(/C=C2\SC(=O)N(CC(=O)NNC(=O)c3ccccc3O)C2=O)cc1OC
→ 23	-1	-6	-3	-1.8	4	4	x	-4.6	-17
COCCN(C(=O)Cn1nnc2ccccc21)C(C(=O)NC1CCCC1)c1ccc(OC)cc1OC (stereo not drawn)
→ 9	4	1	3	-3.0	22	-4	8.1	-0.7	0
COc1ccc(NC(=O)CCCN2C(=O)C(c3ccccc3)Oc3cccnc32)cc1 (stereo not drawn)
→ 3	6	5	0	1.7	-9	4	-0.3	0.6	3
